From PubChem
CHO parental Ca: counter-screen: ATP calcium response change in parental CHO cells; AID 463079; parental CHO-K1, ATP-induced calcium, Fluo-8 fluorescence; inhibition, % at 5.6 µM; actives 0.63% (n = 330,000);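 active means inhibition above that plate's mean sample inhibition plus 3 SD, cut at about 26% in these data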;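 further: 0% = ATP-challenged DMSO wells and 100% = DMSO wells without ATP; some compounds past the cut are filed as inactive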
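Material – parental CHO cells · Reagent – ATP stimulus · Compound – single nominal dose of 5.6 µM per compound · Detection – Fluo-8 fluorescence · Read-out basis – percent inhibition of calcium signal · Controls – ATP-challenged DMSO wells low, unchallenged DMSO wells high · Repeats – no replicates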
OXTR potentiate: potentiates the human oxytocin receptor response; P30559; CHO-OTR cells, Fluo-8 calcium fluorescence, potentiator mode; 0% = oxytocin EC15, 100% = EC100; activation, % at 3 µM; actives 0.061% (n = 320,000); AID 2445;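 active means activation above that plate's cutoff, the mean activation of tested compounds plus 3 SD, cut at about 6.6% in these data, passing the limit was not always enough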;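 further: 100% uses oxytocin at 75 nM as the full agonist control; some results filed as inactive read as strong as hits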
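Material: CHO-OTR cells, human receptor; compound dosing: single dose, 3.0 µM nominal final compound concentration; schedule: 6 min compound pre-incubation at room temperature, 100 s kinetic read; measured by: kinetic Fluo-8 calcium fluorescence; read-out basis: % activation vs EC15 and EC100 oxytocin; controls: EC15 oxytocin alone as 0%, 75 nM oxytocin as 100%; replicates: singlicate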
CHRM1 agonist: activates human CHRM1 receptor; actives 0.33% (n = 360,000); activation, % at 3 µM; CHO-K1 hM1, Fluo-8 calcium fluorescence, agonist mode; 0% DMSO, 100% acetylcholine EC100;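 active means activation above the run's mean compound activation plus 3 SD, cut at about 16% in these data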;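 further: peak over basal fluorescence ratio within a 140 s kinetic read after compound addition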
Target sequence (P11229 whole entry, looked up): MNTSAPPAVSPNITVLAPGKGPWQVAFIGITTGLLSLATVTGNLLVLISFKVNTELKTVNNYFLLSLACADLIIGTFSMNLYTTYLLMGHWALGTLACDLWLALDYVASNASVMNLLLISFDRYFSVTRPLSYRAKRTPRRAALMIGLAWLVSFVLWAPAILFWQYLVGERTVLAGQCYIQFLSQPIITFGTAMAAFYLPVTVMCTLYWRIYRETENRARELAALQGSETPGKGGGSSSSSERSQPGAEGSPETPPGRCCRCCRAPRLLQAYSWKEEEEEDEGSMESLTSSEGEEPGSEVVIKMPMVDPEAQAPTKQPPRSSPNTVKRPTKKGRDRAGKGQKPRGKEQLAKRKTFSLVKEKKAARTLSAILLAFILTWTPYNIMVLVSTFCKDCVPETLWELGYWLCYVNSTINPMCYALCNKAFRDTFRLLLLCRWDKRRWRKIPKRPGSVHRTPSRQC
CHO-K1 Ca antag: M1 antagonist counterscreen hit in parental CHO-K1 cells. ATP-induced calcium, Fluo-8 fluorescence. actives 0.6% (n = 360,000). inhibition, % at 3 µM;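 active means inhibition above a per-plate cutoff, the plate's mean sample inhibition plus 3 SD, cut at about 24% in these data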;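 further: 0% = DMSO plus EC80 ATP and 100% = DMSO alone without ATP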
V1aR counter: counter-screen for oxytocin receptor agonists: human V1a receptor agonists; P37288; CHO-V1R cells, Fluo-8 calcium fluorescence, agonist mode; 0% DMSO, 100% 3 nM vasopressin; activation, % at 3 µM; actives 0.25% (n = 320,000); AID 2797;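 active means activation above the mean activation of all tested compounds plus 3 SD, per screening run, cut at about 20% in these data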;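 further: signal is peak over basal fluorescence ratio across a 100 second FLIPR read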
CHO-K1 Ca PAM: M1 PAM counterscreen hit in parental CHO-K1 cells. ATP EC20, Fluo-8 calcium fluorescence; 0% at ATP EC20, 100% at ATP max. activation, % at 3 µM. actives 0.02% (n = 360,000). AID 602247;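 active means activation above the run cutoff, the mean activation of all test compounds plus 3 SD, cut at about 40% in these data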;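 further: peak over basal fluorescence ratio in a 140 s read after ATP addition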
TAAR1 antag: human TAAR1 antagonism | Q96RJ0 | actives 1.5% (n = 360,000) | CHO RD-HGA16 TAAR1, Fluo-8 calcium fluorescence, antagonist | AID 624466 | inhibition, % at 3 µM;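 active means inhibition above a per-plate cutoff, the mean inhibition of test compounds on that plate plus 3 SD, cut at about 49% in these data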;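 further: 0% = DMSO plus EC80 beta-PEA response and 100% = DMSO alone without agonist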
Target sequence (Q96RJ0 whole entry, looked up): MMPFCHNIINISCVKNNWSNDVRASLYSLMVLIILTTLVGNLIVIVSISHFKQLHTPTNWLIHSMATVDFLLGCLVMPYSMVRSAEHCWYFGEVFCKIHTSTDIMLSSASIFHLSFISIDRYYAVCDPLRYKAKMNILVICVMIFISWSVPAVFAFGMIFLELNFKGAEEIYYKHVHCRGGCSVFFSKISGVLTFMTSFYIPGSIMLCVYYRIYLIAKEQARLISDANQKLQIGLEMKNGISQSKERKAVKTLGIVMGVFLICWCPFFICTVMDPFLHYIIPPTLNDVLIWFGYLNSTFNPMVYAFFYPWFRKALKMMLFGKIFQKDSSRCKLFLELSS
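test system = CHO RD-HGA16 cells bearing hTAAR1 | replication = singlicate | controls = DMSO-only wells and EC80 β-PEA-stimulated wells | reagent = EC80 β-phenethylamine stimulus | read-out basis = percent inhibition of PEA-evoked calcium signal, max/basal emission ratio | schedule = seeding 17-24 h prior, 75-min 37 °C, 30-min RT dye loading | signal = kinetic Fluo-8 calcium fluorescence measurement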
CHO-K1 Ca ag: M1 agonist counterscreen hit in parental CHO-K1 cells. Fluo-8 calcium fluorescence; scaled to maximal ATP response, vehicle zero. activation, % at 3 µM. actives 0.48% (n = 360,000). AID 602248; in the data active means activation above about 15%;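 further: untransfected CHO-K1 host cells lacking M1 receptor as counterscreen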
TAAR1 agonist: human TAAR1 agonism; CHO RD-HGA16 TAAR1, Fluo-8 calcium fluorescence; vehicle wells 0%, saturating PEA agonist 100%; activation, % at 3 µM; AID 624467; actives 0.99% (n = 360,000);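 active means activation above the mean activation of all test compounds in the run plus 3 SD, cut at about 38% in these data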
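Repeats: no replicates (n 1) | Material: CHO-derived RD-HGA16 cells with stable Gα16 and human TAAR1 | Technique: Kinetic Fluo-8 calcium fluorescence | Schedule: 17-24 h seeding, 75 min 37 °C dye, 30 min RT | Evaluation: % activation from peak over basal fluorescence ratio, DMSO-to-PEA scaled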
An asterisk follows results filed as active; . = not tested or not shown.

canonical_smiles | CHO-K1 Ca ag | CHO parental Ca | OXTR potentiate | TAAR1 agonist | V1aR counter | CHRM1 agonist | CHO-K1 Ca antag | TAAR1 antag | CHO-K1 Ca PAM
COc1ccc(CNC(=O)COc2ccc(OC)cc2)cc1 | 0.3 | -1 | -11 | 0 | 1.0 | -4 | 10 | -16 | -24
COc1ccc(OCC(=O)NNC(=O)c2ccc3c(=O)n4c(nc3c2)CCC4)cc1 | 0.4 | -11 | -6 | 0 | -0.1 | -4 | 0 | 1 | -5
N#C/C(C(=O)N1CCCCC1)=C1/N=C(N)c2ccccc21 | 1.1 | -11 | -7 | 2 | -0.8 | -4 | -12 | 3 | 18
COc1cnn(-c2cc(Oc3ccc(C)cc3)ncn2)c(=O)c1Cl | 0.6 | 0 | -17 | 3 | 0.9 | -4 | -7 | 6 | 24
Cc1ccc(Oc2ccc(N)cc2)cc1 | -0.3 | 1 | -12 | 0 | -0.5 | -1 | 13 | 0 | -3
CCn1c(COc2ccccc2)nnc1SCC(=O)Nc1cc(C)ccc1OC | 3.3 | -16 | -7 | 4 | 4.1 | -7 | -10 | -3 | 14
COc1cccc(CNCC(=O)NC(=O)NC2CCCC2)c1 | -0.1 | -12 | -3 | 0 | 0.3 | -4 | -8 | -6 | 7
COc1ccc(NC(=O)C2CCN(S(=O)(=O)c3ccc(OC)c(OC)c3)CC2)cc1 | 0.3 | -18 | 5 | 7 | 0.2 | 1 | 0 | -23 | -14
C=CCOc1c(Br)cc(CNc2ccc3[nH]c(=O)[nH]c3c2)cc1OCC | 0.0 | -3 | -13 | 2 | -0.7 | -7 | -8 | 0 | 18
CCOC(=O)CCC(NC(=O)c1ccc(Nc2nc3ccccc3nc2C(=O)OCC)cc1)C(=O)OCC (configuration not stated) | 0.3 | . | . | 0 | . | -3 | -14 | 1 | 8
CC1(C(=O)NS(=O)(=O)c2ccc(F)cc2F)CCN1C(=O)Cc1ccc(-c2ccccc2)cc1 (configuration not stated) | 0.5 | . | . | 2 | . | -5 | -10 | -17 | 12
O=C(Nc1ncc(C(F)(F)F)cc1Cl)c1ccc(S(=O)(=O)N2CCOCC2)cc1 | 1.3 | -1 | -13 | 2 | 0.5 | -2 | -13 | -33 | 14
O=C(C[C@@H]1C/C=C\CCC(=O)O[C@H](c2ccccc2)CNC1=O)N[C@H](CO)Cc1ccccc1 | 6.2 | 5 | -2 | 5 | 11 | 18* | -17 | 3 | 19
C[N+](C)(CC#Cc1ccccc1)CC(=O)c1ccc(Cl)cc1 | 1.6 | -1 | -5 | 3 | -0.5 | -12 | -9 | -9 | 21
CN(C)S(=O)(=O)c1ccc(N2CCCC2)c(C(=O)NNC(=O)c2ccc(Br)cc2)c1 | 0.1 | -7 | -11 | 1 | 0.1 | -4 | -11 | -4 | -9
Nn1c(SCc2ccc(F)cc2)nnc1-c1ccccn1 | 0.0 | -8 | -2 | 2 | 0.2 | -2 | 6 | -13 | -11
COC(=O)c1cc(OC)c(OC)cc1NC(=O)c1cccc(OC)c1OC | 1.9 | -8 | 0 | 2 | -1.3 | -6 | 9 | 24 | -5
CCOC(=O)CCC(=O)O[C@H]1[C@H](O[C@@H]2[C@@H](C)[C@H](O[C@H]3C[C@@](C)(OC)[C@@H](O)[C@H](C)O3)[C@@H](C)C(=O)O[C@H](CC)[C@@](C)(O)[C@H](O)[C@@H](C)C(=O)[C@H](C)C[C@@]2(C)O)O[C@H](C)C[C@@H]1N(C)C | 0.4 | -18 | 5 | 2 | 0.3 | -4 | -8 | -15 | 20
O=C(Nc1nc2ccccc2s1)c1ccccc1 | -0.1 | -10 | -16 | 0 | -0.5 | -3 | 3 | 16 | -12
CCCN(CCC)C(=O)Cc1coc2ccc3ccccc3c12 | -0.5 | -19 | -8 | 15 | -0.5 | -4 | 5 | -8 | -2
CCC(=O)c1ccc(N2CCCCCC2)c(F)c1 | 0.3 | -15 | -1 | -1 | 0.2 | -5 | -4 | 7 | 14
O=C(CN(C(=O)CCC(=O)Nc1nccs1)c1ccc2c(c1)OCO2)NCc1ccc(F)cc1 | -0.3 | -7 | -3 | 6 | 1.9 | -5 | 16 | -11 | 4
COc1cccc(N2CCN(c3ccc4nnc(CCC(=O)Nc5cccc(C(C)=O)c5)n4n3)CC2)c1 | 3.3 | 1 | -5 | 6 | 0.1 | -3 | -11 | -11 | 20
O=C(Nc1cccnc1)c1ccc(NS(=O)(=O)c2cc([N+](=O)[O-])ccc2Cl)cc1 | 0.5 | 7 | 3 | 6 | 1.1 | -2 | -11 | -11 | 10
COC(=O)c1cc(C#N)c(N2CCOCC2)nc1C | 0.1 | -1 | -9 | 2 | -0.2 | -7 | -6 | 9 | 16
COc1cccc(NC(=O)CN(C)C(=O)c2ccc3c(c2)CC(c2ccccc2)OC3=O)c1 (configuration not stated) | 6.2 | -27 | -1 | 27 | 3.8 | 0 | -6 | 23 | -2
O=C(Nc1nc2c(F)cccc2s1)c1ccco1 | 1.4 | -9 | -7 | 16 | 0.2 | 1 | 2 | 8 | -8
CC1CCCN(C(=O)CCc2ccccc2)C1 (configuration not stated) | 0.7 | -4 | -4 | 0 | -0.3 | -8 | -7 | -8 | 27
CCOC(=O)N1CCC(c2cc(=O)n3[nH]cc(C(=O)OC)c3n2)CC1 | 0.0 | 0 | 0 | 0 | 0.1 | 1 | 3 | -3 | 1
Cc1cccc(OCC(=O)Nc2ccc(N3CCN(C(=O)c4ccco4)CC3)cc2)c1 | 16* | 15 | -10 | 16 | 11 | 4 | 29* | 56* | -17
CN1CCN(CCCN(Cc2ccco2)C(=S)Nc2ccc(Cl)cc2)CC1 | 1.5 | -8 | -2 | 1 | 0.5 | -4 | -5 | 3 | -5
N#Cc1c(N)n(-c2ccccc2N)c2nc3ccccc3nc12 | 0.4 | 0 | 2 | 2 | 1.3 | -3 | 2 | -4 | 19
COc1ccc(/C(C)=N/NC2=NCCN2)cc1Cl | 3.8 | . | . | 1 | . | -5 | -10 | -24 | 8
Oc1c(/C=N/Nc2cccc3cccnc23)ccc2ccccc12 | -0.2 | -11 | -9 | 10 | -0.4 | -4 | 2 | -29 | 7
O=S(=O)(c1cccc2nsnc12)N1CCCCC1 | -0.1 | -3 | 2 | 0 | -0.1 | -1 | -8 | -4 | 17
COc1ccc(CNc2nc(-c3cccnc3)nn2C(=O)c2cccs2)cc1 | 0.6 | -39 | -15 | 5 | 3.4 | -2 | 13 | 40 | -6
CCC(=O)N1CCC1(C)C(=O)Nc1ccccc1 (configuration not stated) | -0.2 | . | . | 1 | . | -4 | 6 | 5 | -11
Cc1ccc(CN2CCN(C(=O)C3CCC3)CC2)cc1 | 0.8 | -6 | 0 | . | 0.5 | -8 | -20 | . | 16
Clc1ccc(OCc2nnc(SCCN3CCCCC3)n2Cc2ccco2)cc1 | 0.1 | -5 | -5 | 12 | 0.2 | -5 | 18 | -12 | -9
CON1C(=O)CN(C(C)=O)C1c1ccc(Cl)cc1Cl (configuration not stated) | 0.2 | . | . | 3 | . | 2 | 0 | 6 | 14
CC(C)C1=Nc2cccc3cccc(c23)N1 | 0.2 | -12 | -1 | -1 | -0.1 | -3 | -5 | -7 | -3
CC(C)(C)c1ccc(OCC(=O)N2CCN(c3ncccn3)CC2)cc1 | 0.9 | -12 | -5 | . | 2.1 | 1 | 7 | . | -10
CCn1c2ccccc2c2cc(NC(=O)CSc3nnc(-c4ccc(OC)c(OC)c4)n3N)ccc21 | -0.3 | -32 | -4 | 16 | -1.5 | -5 | 11 | 3 | -2
COc1cc(-c2nc3ccccn3c2/N=C/c2cc(OC)c(OC)c(OC)c2)ccc1O | 0.3 | -2 | 2 | 0 | 1.4 | -3 | -2 | -13 | 0
CCN(CCCNC(=O)CCCN1C(=O)COc2ccc(C)cc21)c1cccc(C)c1 | 3.3 | -21 | -9 | 4 | -0.7 | -6 | -5 | 17 | 13
CCOC(=O)c1sc(=S)n(-c2ccc(F)c(F)c2)c1N | 0.5 | 6 | -5 | 10 | 0.0 | -7 | -8 | -4 | 13
CC1(C)Cc2c(sc(NC(=O)C(=O)N3CCN(CCO)CC3)c2C(N)=O)CO1 | 1.1 | 0 | -6 | 3 | 1.0 | -2 | -20 | -20 | 31

In the list so far, seven contain fluorine.
canonical_smiles | CHO-K1 Ca ag | CHO parental Ca | OXTR potentiate | TAAR1 agonist | V1aR counter | CHRM1 agonist | CHO-K1 Ca antag | TAAR1 antag | CHO-K1 Ca PAM
CC1(C(=O)NS(=O)(=O)c2ccc(F)cc2F)CCN1C(=O)Cc1ccc(-c2ccccc2)cc1 (configuration not stated) | 0.5 | . | . | 2 | . | -5 | -10 | -17 | 12
O=C(Nc1ncc(C(F)(F)F)cc1Cl)c1ccc(S(=O)(=O)N2CCOCC2)cc1 | 1.3 | -1 | -13 | 2 | 0.5 | -2 | -13 | -33 | 14
Nn1c(SCc2ccc(F)cc2)nnc1-c1ccccn1 | 0.0 | -8 | -2 | 2 | 0.2 | -2 | 6 | -13 | -11
CCC(=O)c1ccc(N2CCCCCC2)c(F)c1 | 0.3 | -15 | -1 | -1 | 0.2 | -5 | -4 | 7 | 14
O=C(CN(C(=O)CCC(=O)Nc1nccs1)c1ccc2c(c1)OCO2)NCc1ccc(F)cc1 | -0.3 | -7 | -3 | 6 | 1.9 | -5 | 16 | -11 | 4
O=C(Nc1nc2c(F)cccc2s1)c1ccco1 | 1.4 | -9 | -7 | 16 | 0.2 | 1 | 2 | 8 | -8
CCOC(=O)c1sc(=S)n(-c2ccc(F)c(F)c2)c1N | 0.5 | 6 | -5 | 10 | 0.0 | -7 | -8 | -4 | 13
